Source: PubChem
Mcl1-Noxa inh: disrupts binding of human Mcl-1 to Noxa peptide | TR-FRET Mcl-1/Noxa peptide binding, 2 h | inhibition, % at 21.7 µM | hit rate 1.5% among 220,000 | AID 1022;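 active = compounds that cut the protein-peptide binding signal by more than 50% relative to plate controls in a single-dose test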;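 also: His-tagged Mcl-1 with rhodamine Noxa BH3 peptide and terbium anti-His antibody; 0% = Mcl-1 plus Noxa peptide wells and 100% = peptide-only wells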
Target sequence (Q07820 whole entry, looked up): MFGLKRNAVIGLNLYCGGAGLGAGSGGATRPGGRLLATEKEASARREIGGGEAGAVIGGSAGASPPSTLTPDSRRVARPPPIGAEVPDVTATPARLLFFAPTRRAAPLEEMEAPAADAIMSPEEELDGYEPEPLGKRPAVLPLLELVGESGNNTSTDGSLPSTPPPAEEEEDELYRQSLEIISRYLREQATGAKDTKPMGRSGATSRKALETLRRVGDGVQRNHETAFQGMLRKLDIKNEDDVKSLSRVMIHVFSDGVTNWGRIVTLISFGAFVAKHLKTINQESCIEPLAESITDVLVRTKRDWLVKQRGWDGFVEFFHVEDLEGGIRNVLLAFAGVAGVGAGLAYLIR
Bfl-1 Bim block: disrupts Bim binding to human Bfl-1; Bead-based flow cytometry, Bim-Bfl-1 binding inhibition; AID 1008; inhibition, % at 10 µM; hit rate 0.12% among 190,000; Q16548;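 also: 0% = wells without compound plus tracer and 100% = blocker peptide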
Mcl1 Bid PPI: Mcl-1/Bid interaction inhibition. Q07820. TR-FRET Mcl-1/Bid-Dy647 peptide binding, 1536-well. inhibition, % at 21.7 µM. hit rate 0.97% among 220,000. AID 1021;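 active = compounds that cut the binding signal by more than half at the single screening dose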;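 also: His-tagged Mcl-1 with europium anti-His antibody binding Bid BH3 peptide; 0% = Mcl-1 plus peptide wells and 100% = peptide-only wells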
Bim-Bcl-XL: human Bim-Bcl-XL interaction inhibition; inhibition, % at 10 µM; Bim peptide-Bcl-XL binding, bead flow cytometry, fluorescence; AID 1007; hit rate 0.04% among 190,000
Target sequence (Q07817 whole entry, looked up): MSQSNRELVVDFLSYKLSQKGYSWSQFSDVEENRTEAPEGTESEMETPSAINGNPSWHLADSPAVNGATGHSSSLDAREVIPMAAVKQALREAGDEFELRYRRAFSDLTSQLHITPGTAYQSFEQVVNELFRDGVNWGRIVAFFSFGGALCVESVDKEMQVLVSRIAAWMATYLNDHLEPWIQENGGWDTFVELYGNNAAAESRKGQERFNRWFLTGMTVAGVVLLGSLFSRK
RGS4-Gao reg: modulates binding of RGS4 to human Galphao; hit rate 0.33% among 220,000; P09471; binding response (% of control), % at 10 µM; Multiplexed bead flow cytometry; actives lie on both sides; AID 1415; in the data active = binding response below about 49% or above about 150%; inactive = in between;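 also: fluorescent Galphao activated with aluminum fluoride binding bead-coupled RGS4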
RGS7-Gao reg: modulates binding of RGS7 to human Galphao; hit rate 0.35% among 220,000; binding response (% of control), % at 10 µM; Multiplexed bead flow cytometry; actives lie on both sides; in the data active = binding response below about 49% or above about 150%; inconclusive = no clear call, values can overlap the other calls; inactive = in between;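 also: fluorescent Galphao held in activated GDP-AlF4 state binding bead-coupled RGS7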
Bim-Bcl-W: inhibitors of Bim-Bcl-W interaction, human; hit rate 0.02% among 190,000; inhibition, % at 10 µM; AID 952; Q92843; bead-based flow cytometry, Bim peptide-Bcl-W binding;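 also: 0% = bound tracer without compound and 100% = peptide blocker; higher means less fluorescent Bim peptide bound to Bcl-W beads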
RGS8-Gao: regulators of human RGS8-Galphao interaction; multiplexed bead flow cytometry, RGS8-Galphao binding; actives lie on both sides; response (percent of control binding), % at 10 µM; hit rate 0.34% among 220,000; AID 1423; in the data active = response below about 60% or above about 140%; inactive = in between;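 also: Galphao activated as the GDP aluminium fluoride complex binding bead-coupled RGS8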
Bim-Mcl-1: inhibitors of Bim-Mcl-1 interaction, human; Bead-based flow cytometry, Bim peptide-Mcl-1 binding; inhibition, % at 10 µM; hit rate 0.1% among 190,000; AID 1009;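 also: 0% = no compound tracer wells and 100% = peptide blocker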
Bim-Bcl-B: human Bim-Bcl-B interaction inhibition; Q9HD36; bead-based flow cytometry, Bim peptide-Bcl-B binding; hit rate 0.073% among 190,000; inhibition, % at 10 µM; AID 951;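 also: 0% = tracer peptide without compound and 100% = reference inhibitor peptide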
Target sequence (Q9HD36 whole entry, looked up): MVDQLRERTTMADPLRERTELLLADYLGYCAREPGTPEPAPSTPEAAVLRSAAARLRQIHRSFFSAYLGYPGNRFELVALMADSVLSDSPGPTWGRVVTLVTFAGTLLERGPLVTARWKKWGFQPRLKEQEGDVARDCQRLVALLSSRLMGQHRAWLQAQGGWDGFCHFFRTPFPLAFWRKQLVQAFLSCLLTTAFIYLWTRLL
Bcl-2 Bim block: disrupts Bim peptide binding to human Bcl-2; hit rate 0.06% among 190,000; P10415; Bead-based flow cytometry, Bim peptide-Bcl-2 binding; inhibition, % at 10 µM; AID 950; in the data active = inhibition above about 40%; inconclusive = no clear call, values can overlap the other calls;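 also: 0% = no compound wells with probe peptide and 100% = reference peptide inhibitor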
Active calls of the source: *; ? = inconclusive; . = no result given. Rule as the data show it, unless noted: active = inhibition above about 40%.

compound	Mcl1-Noxa inh	Bfl-1 Bim block	Mcl1 Bid PPI	Bim-Bcl-XL	RGS4-Gao reg	RGS7-Gao reg	Bim-Bcl-W	RGS8-Gao	Bim-Mcl-1	Bim-Bcl-B	Bcl-2 Bim block
O=C(N/N=C/c1ccc(Cl)cc1Cl)C1CCN(c2ncc(C(F)(F)F)cc2Cl)CC1	3.9	-5.0	2.0	0.0	102.5	97.1	1.0	102.4	0.0	-2.0	-4.0
CC(=O)Nc1cccc(NC(=O)CS(=O)(=O)c2cn(CC(=O)N3CCOCC3)c3ccccc23)c1	1.2	-4.0	-17.9	0.0	100.2	?	1.0	103.3	1.0	-2.0	0.0
Fc1cccc(Cl)c1/C=N/Nc1ccccn1	8.9	-5.0	-18.0	-3.0	102.2	101.3	-2.0	99.7	-1.0	-8.0	-3.0
CC(=O)c1cc(C#N)c(SCC(=O)C(C)(C)C)nc1C	13.7	0.0	-39.0	2.0	92.3	99.6	0.0	99.7	1.0	-2.0	1.0
CCOC(=O)c1[nH]c2ccc(Br)cc2c1NC(=O)CCN1CCC(C)CC1	-10.2	-10.0	-34.0	-5.0	95.4	97.0	0.0	96.9	0.0	-7.0	-8.0
O=C(CSc1nnc(CNc2cccc(Cl)c2)o1)OC1CCCCC1	18.3	-2.0	2.0	1.0	98.9	96.9	-2.0	97.4	-1.0	-1.0	2.0
CC(C)(C)OC(=O)NCCc1nnc(SCc2ccccc2)o1	-10.6	.	-15.3	.	111.3	?	.	104.9	.	.	.
CC1=C(C(=O)OCC(C)C)C(c2ccc(F)cc2)NC(=O)N1 (configuration not stated)	-6.0	-1.0	-7.7	-4.0	99.5	96.5	0.0	100.3	0.0	-1.0	2.0
O=S(=O)([O-])C/C(=C\c1ccc(Cl)cc1)c1cc[n+](CCO)cc1	8.7	-5.0	-5.1	-3.0	110.1	?	2.0	105.3	0.0	-1.0	0.0
CCc1nc(C)ccc1OCC(=O)NCCCN(C)C	32.2	-3.0	55.0*	-1.0	113.5	114.8	-1.0	123.0	-3.0	-2.0	-6.0
CCOc1ccc(S(=O)(=O)N/N=C(\C)c2ccc(OC)cc2OC)cc1	5.7	0.0	-5.7	-3.0	94.8	93.1	0.0	97.4	0.0	-4.0	1.0
COc1cccc(NC(=O)N2CCCC2C(=O)NCc2ccccc2F)c1 (configuration not stated)	3.0	-6.0	-42.3	-2.0	104.0	103.9	-1.0	104.4	-2.0	-1.0	-1.0
CCCCNCCCOc1cccc(Cl)c1Cl	.	-14.0	-0.5	2.0	102.7	104.4	0.0	101.9	0.0	-11.0	-10.0
Cc1ccc(-c2nnc(SCC(=O)Nc3cccc(C(=O)N4CCOCC4)c3)n2C)cc1	-10.9	0.0	-42.6	-4.0	101.2	103.5	-2.0	102.8	-1.0	-3.0	2.0
Cc1cc(C)n(Cc2ccc(C(=O)O)cc2)n1	0.1	-2.0	-17.9	1.0	107.1	103.1	-1.0	99.6	-1.0	0.0	0.0
Cc1nc(N)c(Cc2ccc(Cl)cc2Cl)c(N)n1	16.1	3.0	10.2	-1.0	97.3	98.1	-2.0	97.3	0.0	2.0	2.0
O=c1[nH]ncn1-c1cccc(C(F)(F)F)c1	10.3	-3.0	-4.6	-2.0	98.3	96.9	0.0	102.3	-3.0	-3.0	-3.0
CC(=O)Nc1ccc(NC(=O)C(C)OC(=O)c2ccc(OCc3c(C)noc3C)cc2)cc1 (configuration not stated)	1.5	-17.0	-16.6	-4.0	98.9	105.7	0.0	103.7	0.0	-5.0	-9.0
NCCCNC(=O)c1cc2ccccc2[nH]1	10.5	-20.0	-2.1	-5.0	103.3	102.1	0.0	98.9	-4.0	-6.0	-10.0
CSc1nncc(=O)[nH]1	-6.7	-11.0	-10.5	0.0	101.0	101.3	-4.0	101.5	3.0	-4.0	-1.0
Nc1ccc(-n2cnc3cc([N+](=O)[O-])ccc32)cc1	3.6	-9.0	-6.5	-5.0	102.6	102.6	1.0	104.9	0.0	-2.0	-7.0
O=C(CCCCCCCCC(=O)N/N=C/c1ccco1)N/N=C/c1ccco1	26.0	-1.0	-1.3	-6.0	102.1	102.8	-3.0	107.1	-5.0	-3.0	-1.0
O=C(NCCc1nc2ccccc2[nH]1)c1ccc(Cl)c([N+](=O)[O-])c1	7.0	0.0	-1.5	-7.0	101.0	99.8	-3.0	102.2	-5.0	-9.0	-6.0
COC1=C(Nc2ccccc2OC)C(=O)c2ccccc2C1=O	3.2	.	-94.8	.	93.5	?	.	100.7	.	.	.
O=C(CN1C(=O)CSc2ccccc21)Nc1ccccc1C(=O)N1CCOCC1	20.3	-11.0	-13.3	-5.0	102.3	98.7	0.0	99.5	-2.0	-9.0	-13.0
C=CCn1c(-c2ccc([N+](=O)[O-])cc2)n[nH]c1=S	26.4	0.0	-50.7	-8.0	104.0	105.4	1.0	103.7	-6.0	-14.0	-3.0
CC1CC1C(=O)OCC(=O)Nc1ccccc1Oc1ccccc1 (configuration not stated)	-8.2	5.0	1.2	-1.0	99.8	102.2	0.0	99.1	1.0	0.0	2.0
Cc1c(NC(=O)CNCc2ccc3c(c2)OCO3)c(=O)n(-c2ccccc2)n1C	19.0	.	9.6	.	101.1	?	.	104.7	.	.	.
CCOC(=O)NC(=O)CSc1ccc(C)cc1C	10.1	-2.0	-3.7	-4.0	106.9	101.8	1.0	104.6	-2.0	-2.0	0.0
c1coc(-c2nnc(-c3cccs3)o2)c1	2.7	0.0	2.4	-1.0	100.3	99.3	-1.0	101.5	5.0	0.0	3.0

Part of the list above, limited to Bim-Bcl-XL:
SMILES,Bim-Bcl-XL
CSc1nncc(=O)[nH]1,0.0
Nc1ccc(-n2cnc3cc([N+](=O)[O-])ccc32)cc1,-5.0

The results go on:
compound	Mcl1-Noxa inh	Bfl-1 Bim block	Mcl1 Bid PPI	Bim-Bcl-XL	RGS4-Gao reg	RGS7-Gao reg	Bim-Bcl-W	RGS8-Gao	Bim-Mcl-1	Bim-Bcl-B	Bcl-2 Bim block
O=Cc1c[nH]c2ccc(S(=O)(=O)N3CCOCC3)cc12	20.0	-1.0	3.7	0.0	101.1	102.2	0.0	102.9	1.0	1.0	0.0
CC1=C(C#N)C(C)C2=C(CC(C)(C)CC2=O)N1 (configuration not stated)	2.6	0.0	-19.1	0.0	97.3	94.7	0.0	99.8	-2.0	0.0	0.0
CC(=O)Nc1nonc1NC(=O)CSc1nc2ccccc2o1	-3.4	-3.0	-22.6	-8.0	104.8	104.5	-2.0	104.3	-3.0	-9.0	-6.0
COc1cc([C@H]2c3[nH]c4ccccc4c3C[C@H]3C(=O)N4[C@@H](c5cc(OC)c(OC)c(OC)c5)c5[nH]c6ccccc6c5C[C@H]4C(=O)N23)cc(OC)c1OC	13.0	5.0	3.8	1.0	102.8	104.1	7.0	102.8	3.0	0.0	5.0
CCOP(=O)(OCC)/C(=N/OC(=O)c1cccc([N+](=O)[O-])c1)C(N)=O	35.4	.	2.8	.	103.9	?	.	103.2	.	.	.
COc1ccc2nc(NC(=O)C(NS(=O)(=O)c3cccs3)C(C)C)sc2c1 (configuration not stated)	-11.3	-1.0	-24.6	-4.0	93.3	94.0	-3.0	100.2	-2.0	-6.0	-5.0
COc1ccc(-c2cc(C(=O)Nc3cc(C)n(Cc4ccc(Cl)cc4)n3)no2)cc1OC	-9.0	-7.0	3.2	-4.0	99.5	106.7	0.0	104.0	0.0	-6.0	-7.0
Cc1ccc(-c2nnn(CC(=O)Nc3ccc4nn(-c5ccccc5)nc4c3)n2)o1	23.6	-9.0	16.1	-2.0	87.7	89.7	3.0	87.8	3.0	-5.0	-3.0
O=C(O)Cc1ccc(NC(=O)C2CC=CCC2C(=O)O)cc1 (configuration not stated)	24.1	0.0	0.3	-1.0	103.5	104.3	2.0	104.0	0.0	-3.0	-1.0
CCOC(=O)C1(CCc2ccccc2)CCN(C(=O)CN2CCOC2=O)CC1	11.9	-7.0	-4.2	0.0	100.8	98.1	4.0	100.9	-3.0	-4.0	-5.0
CCN1CCN(c2ncnc3c2cnn3-c2ccc(Cl)cc2)CC1	26.4	.	-34.8	.	100.8	?	.	101.8	.	.	.
Cn1nnnc1SCc1cc(=O)n2ccsc2n1	.	-14.0	3.5	-2.0	96.9	97.5	0.0	99.1	-5.0	-9.0	-10.0
COc1cccc2[nH]c3c(N4CCN(Cc5ccc6c(c5)OCO6)CC4)ncnc3c12	25.3	-10.0	-7.8	-1.0	98.4	102.8	3.0	103.7	2.0	-3.0	-2.0
O=C(COC(=O)CCC(=O)c1cccs1)NCc1ccco1	41.0	-7.0	-11.8	-2.0	105.8	96.2	2.0	102.6	0.0	-5.0	-5.0
C=CCn1c(SCC(=O)Nc2cc(C)ccc2OC)nnc1-c1ccco1	-12.1	-4.0	-16.3	0.0	101.5	99.5	2.0	102.2	2.0	-3.0	-3.0
Cc1ccc(CN2CCN(/N=C/c3ccco3)CC2)c(C)c1	15.3	3.0	-18.7	-3.0	102.2	98.2	-2.0	103.4	-1.0	-1.0	-6.0
Cc1cccc(NC(=S)NC2CCCC2)c1	5.4	-6.0	-31.3	-1.0	100.4	107.7	0.0	96.7	-4.0	-2.0	-5.0
Cc1c(NC(=S)Nc2cccc(Cl)c2)c(=O)n(-c2ccccc2)n1C	16.1	1.0	-41.9	0.0	101.2	99.3	1.0	99.2	0.0	-2.0	-1.0
